Bioassay records as filed in PubChem.
PfG6PD inh: PfG6PD (Plasmodium falciparum) enzyme inhibition. PfGluPho enzyme, NADPH resazurin-diaphorase fluorescence. inhibition, % at 20 µM. hit rate 0.78% among 350,000. AID 504690;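 active = inhibition reaching at least a set limit at 20 µM in the primary screen, cut at about 59% in these data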;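 also: 0% = DMSO wells with substrate and 100% = DMSO wells lacking glucose-6-phosphate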
MIN6 prolif: induces beta-cell replication in MIN6 cells; MIN6 cells proliferation, ATPlite luminescence, 48 h; cells starved in 0.2% serum; 100% = growth in 10% serum; proliferation, % at 10 µM; hit rate 0.29% among 330,000; AID 2380;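 active = compounds whose signal lies at least 3.5 SD above the mean of all wells on their plate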;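 also: 0% = DMSO-treated cells in low-serum medium and 100% = 10% serum control; some compounds called inactive have numbers as strong as hits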
SENP8 block-1: inhibitors of human SENP8 protease; Q96LD8; recombinant SENP8, Nedd8 substrate fluorescence; inhibition, % at 20 µM; hit rate 0.64% among 360,000; AID 602440; in the data active = inhibition mostly above about 40%, no sharp cut-off; inactive = mostly below about 27%
Target sequence (Q96LD8 whole entry, looked up): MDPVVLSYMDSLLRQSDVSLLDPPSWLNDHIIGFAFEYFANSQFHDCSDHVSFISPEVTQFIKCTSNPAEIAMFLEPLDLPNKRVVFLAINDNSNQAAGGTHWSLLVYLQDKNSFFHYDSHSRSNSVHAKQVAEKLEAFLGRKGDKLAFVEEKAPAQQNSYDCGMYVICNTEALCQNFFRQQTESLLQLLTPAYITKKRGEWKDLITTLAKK
HKDC1 inhibitor: blocks human hexokinase HKDC1 activity | Q2TB90 | recombinant HKDC1, G6PDH/diaphorase resazurin coupled fluorescence | inhibition, % at 20 µM | hit rate 0.16% among 340,000 | AID 493160;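 active = inhibition above about 35% when tested at 20 µM, limit read from the data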;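 also: plate controls were DMSO wells with enzyme for no effect and DMSO wells lacking enzyme for full effect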
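Assay system: recombinant HKDC1 hexokinase; detection: coupled resazurin fluorescence, excitation 525 nm, emission 613 nm; benchmarks: DMSO-plus-enzyme-mix negative control, buffer-substituted positive control; compound dosing: single 20 µM dose; schedule: 90 min at room temperature in dark; also added: glucose plus 1 mM ATP as hexokinase substrates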
UBC13 inh: inhibitors of human UBC13 polyubiquitin chain formation. inhibition, % at 20 µM. AID 485273. hit rate 0.47% among 330,000. TR-FRET. P61088; in the data active = inhibition above about 45%, passing the limit was not always enough
Target sequence (P61088 whole entry, looked up): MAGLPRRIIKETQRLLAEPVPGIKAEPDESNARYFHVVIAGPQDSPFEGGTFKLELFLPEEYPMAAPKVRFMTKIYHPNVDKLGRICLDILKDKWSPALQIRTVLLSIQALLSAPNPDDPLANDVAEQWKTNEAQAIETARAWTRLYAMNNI
SENP1 inh: inhibitors of human SENP1 SUMO protease catalytic domain; inhibition, % at 10 µM; hit rate 0.21% among 360,000; recombinant SENP1 catalytic domain, CyPet-SUMO1-YPet FRET cleavage; AID 624204;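 active = inhibition at least 30% at 10 µM, raw YFP signal under a set limit, fluorescence ratio 0.5 to 1.5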;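 also: 0% = enzyme with DMSO and 100% = no enzyme wells; some results filed as inactive read as strong as hits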
Target sequence (Q9P0U3 419-644 limits assumed): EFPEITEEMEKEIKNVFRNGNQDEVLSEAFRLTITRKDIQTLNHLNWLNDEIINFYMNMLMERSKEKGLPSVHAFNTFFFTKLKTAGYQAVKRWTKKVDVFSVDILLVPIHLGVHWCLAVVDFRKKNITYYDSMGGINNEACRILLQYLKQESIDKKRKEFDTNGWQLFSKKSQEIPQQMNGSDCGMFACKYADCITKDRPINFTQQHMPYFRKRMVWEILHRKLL
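Compound: 10 µM single point, 0.5% DMSO; Test system: hSENP1 catalytic domain, recombinant; Timing: 50 min reaction at room temperature; Technique: FRET, CFP and YFP emission; Control set: no-enzyme wells low, DMSO-plus-enzyme wells high control.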
SENP6 inh: blocks the human protease SENP6 | Recombinant SENP6 catalytic domain, aminoluciferin luminescence | inhibition, % at 10 µM | hit rate 1.8% among 330,000;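 active = inhibition above about 50% at the single tested dose, limit read from the data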;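 also: plate controls were DMSO wells with enzyme for no effect and DMSO wells lacking enzyme for full effect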
SENP7 inh: blocks the human protease SENP7; Q9BQF6; recombinant SENP7, Z-RLRGG-aminoluciferin luminescence, 40 min; inhibition, % at 5 µM; hit rate 1.5% among 330,000;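 active = inhibition above about 50% at the single test dose, limit read from the data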;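 also: plate controls were DMSO with enzyme for no effect and no enzyme buffer wells for full effect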
Target sequence (Q9BQF6 706-1050 limits assumed): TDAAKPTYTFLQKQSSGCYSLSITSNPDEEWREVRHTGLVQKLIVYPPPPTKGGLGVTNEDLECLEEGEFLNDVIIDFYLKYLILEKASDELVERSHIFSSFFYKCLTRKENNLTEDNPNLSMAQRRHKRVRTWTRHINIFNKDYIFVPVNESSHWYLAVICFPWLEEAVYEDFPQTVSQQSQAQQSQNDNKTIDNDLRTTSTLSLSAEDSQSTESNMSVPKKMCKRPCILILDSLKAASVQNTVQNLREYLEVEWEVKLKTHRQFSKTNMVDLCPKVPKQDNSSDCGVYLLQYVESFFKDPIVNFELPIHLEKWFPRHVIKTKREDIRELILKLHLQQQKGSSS
SENP8 block-2: inhibitors of human SENP8 protease; Q96LD8; purified SENP8, Z-RLRGG-aminoluciferin cleavage, luminescence; inhibition, % at 10 µM; hit rate 1.2% among 330,000; AID 2540; in the data active = inhibition above about 50%
* = called active by the depositor; / = no result given.

SMILES | PfG6PD inh | MIN6 prolif | SENP8 block-1 | HKDC1 inhibitor | UBC13 inh | SENP1 inh | SENP6 inh | SENP7 inh | SENP8 block-2
CC1(C(=O)NCCc2c[nH]c3ccccc23)C=CCN1C(=O)c1ccccc1 (stereo not given) | -1 | 9 | 4 | -2 | -6 | -2 | -16 | 7 | -13
O=C(CN1C(=O)c2cccnc2Oc2ccc(Cl)cc21)NCCC1=CCCCC1 | 9 | -3 | 14 | -1 | 1 | -2 | -3 | 1 | 10
O=C1CCC(=O)N1CC(=O)N(c1ccccc1)c1ccccc1 | 4 | -2 | 0 | -5 | 1 | -1 | -17 | 2 | 3
Cc1csc(NC(=O)CSc2nnnn2C)n1 | -20 | -2 | 6 | -2 | 6 | 0 | 1 | 2 | -4
CCOC(=O)c1c(C)[nH]c(C(=O)COC(=O)c2cnc(C)cn2)c1C | -4 | 1 | 7 | 1 | 1 | 1 | -5 | -1 | -4
CCOC(=O)N1CCC(NC(=O)Cn2c3c(c(-c4ccccc4Cl)cc2=O)CCC3)CC1 | 26 | -2 | -449 | -4 | 9 | -2 | -13 | -1 | 2
Cc1c(C(=O)OCC(=O)c2ccc3c(c2)OCCO3)oc2ccccc12 | 4 | -2 | 30 | 1 | 5 | 1 | 39 | 18 | -11
CCNc1nc(NC(C)C)nc(ON=C(C)C)n1 | / | -1 | / | / | 6 | / | -13 | -1 | -4
O=C(Nc1ccc(F)cc1)C1CCC(CNc2c(N3CCCCC3)c(=O)c2=O)CC1 (stereo not given) | -4 | 0 | 2 | -7 | 0 | 0 | 3 | 3 | 5
CC1CCCCC1NC(=O)Cn1c(=O)oc2cc(S(=O)(=O)N3CCCC3)ccc21 (stereo not given) | -1 | -1 | 11 | -2 | -3 | 2 | -16 | -9 | -14
CCOc1cc(C(=O)OCC(=O)Nc2cc(C)on2)cc(OCC)c1OCC | 1 | -3 | -4 | -9 | 10 | 2 | 4 | 6 | 2
O=C(NCCc1ccccc1)C(c1ccccc1)N(C(=O)c1csnn1)C1CC1 (stereo not given) | -2 | -2 | 10 | -7 | -6 | 0 | -1 | -8 | 1
CCCNC(=O)c1cccc(Cn2cc(Br)c([N+](=O)[O-])n2)c1 | -16 | 0 | 9 | -14 | 9 | 0 | 3 | 8 | 6
S=C(NCCSCc1ccccc1Cl)Nc1ccccc1 | 3 | -5 | 25 | 0 | 8 | 0 | -2 | -1 | 4
C=CCn1c(SCC(=O)Nc2c(C)n(C)n(-c3ccccc3)c2=O)nc2ccccc2c1=O | 5 | 1 | 5 | -6 | -4 | 2 | -5 | -5 | -11
O=C(NN=CC=Cc1ccccc1)C(O)C(O)C(=O)NN=CC=Cc1ccccc1 (stereo not given) | -15 | / | 32 | -2 | / | 1 | / | / | /
Cc1cccc(CN2CCN(C(C)C(=O)NC(C)c3ccccc3)CC2)c1 (stereo not given) | -3 | -2 | 7 | 4 | -9 | -4 | -8 | 0 | -6
CCOC(=O)c1nnn(-c2nonc2-n2cccc2)c1CN1CCC(C)CC1 | 22 | -2 | -8 | 5 | -7 | -5 | -31 | -7 | -26
COC(=O)c1ccccc1NC(=O)c1cnn2c(C(F)F)cc(C3CC3)nc12 | -29 | 4 | -149 | -4 | 10 | -1 | -19 | 2 | 0
COc1cccc(NC(=S)N2CCc3cc(OC)c(OC)cc3C2)c1 | 2 | 1 | -65 | -6 | 2 | 0 | -32 | 3 | -4
Cc1cc(N/N=C2\CC(C)CC(C)(C)C2)nc2ccccc12 (stereo not given) | 38 | -5 | -390 | -5 | 31 | -7 | 0 | 2 | -2
COC(=O)Cc1ccc(NC(=S)NCCSc2ccc(C)cc2)cc1 | -11 | -6 | 12 | 10 | 5 | -1 | -9 | 0 | 1
C=C1CSc2nc3ccccc3c(=O)n21 | -14 | 1 | -149 | -4 | 2 | 0 | 19 | 5 | 8
CC(C)c1cc(C(C)C)c(S(=O)(=O)N2CCNCC2)c(C(C)C)c1 | 11 | -4 | 13 | -1 | 27 | 3 | -15 | -11 | -12
CCN(CC(=O)NCc1cccs1)S(=O)(=O)c1ccc(F)cc1 | 6 | -2 | 6 | 0 | 2 | 0 | -7 | 5 | 4

(list continues)
SMILES | PfG6PD inh | MIN6 prolif | SENP8 block-1 | HKDC1 inhibitor | UBC13 inh | SENP1 inh | SENP6 inh | SENP7 inh | SENP8 block-2
O=C(CN1CCN(S(=O)(=O)N2CCOCC2)CC1)Nc1cc(Cl)cc(Cl)c1 | -1 | -3 | -2 | -5 | -3 | -1 | -28 | -3 | -2
CCOc1ccc(-c2nn(-c3ccccc3)cc2/C=C2\SC(=S)N(Cc3ccco3)C2=O)cc1 | 9 | 0 | 8 | 1 | -2 | -16 | -6 | 7 | 6
CC1(C)CC(=O)c2c(O)cc(O)cc2O1 | -9 | -1 | 11 | -10 | -4 | 1 | -8 | 4 | 2
C#CCOCCOCCOCCNc1nc(N2CCN(C(=O)[C@H]([C@@H](C)CC)n3cc([C@@H](N)Cc4ccc(O)cc4)nn3)CC2)nc(N2CCN(C(=O)[C@H]([C@@H](C)CC)n3cc([C@@H](N)CC(C)C)nn3)CC2)n1 | 0 | -2 | 28 | -1 | 68* | 0 | 3 | -1 | -1
CCCOc1ccc(N2C(=O)CC(N(Cc3ccccc3)N=O)C2=O)cc1 (stereo not given) | 1 | -2 | 14 | -2 | 0 | 1 | -1 | 5 | 10
Cc1c(Br)c([N+](=O)[O-])nn1CC(=O)Nc1sc2c(c1C(=O)OC(C)C)CCC(C)C2 (stereo not given) | -11 | 0 | 16 | -1 | -4 | 0 | -17 | -9 | -16
Cc1cc(C)c2c3c(sc2n1)C(c1ccccc1)C(C#N)=C(N)O3 (stereo not given) | 21 | -6 | -269 | 5 | -9 | -23 | 4 | -5 | -1
Cc1ccccc1NC(=S)Nc1cccc([N+](=O)[O-])c1 | -4 | 0 | 27 | 8 | 4 | -1 | -3 | -4 | 1
O=C(Cc1ccc(Br)cc1)NNC(=O)Nc1ccc(Cl)cc1 | 4 | -1 | 6 | -13 | -10 | 0 | -4 | 7 | -4
CC(=O)N(C)c1ccc(OCC(O)Cn2c(C)nc3ccccc32)cc1 (stereo not given) | 7 | -2 | 2 | -6 | 19 | -1 | -7 | -13 | -4
C#CCOCCOCCOCCNc1nc(N2CCN(C(=O)[C@H]([C@@H](C)CC)n3cc(CCC(=O)O)nn3)CC2)nc(N2CCN(C(=O)[C@H](CCCCN)n3cc(CCCC)nn3)CC2)n1 | 12 | / | 9 | 0 | / | 2 | / | / | /
Cc1nn(-c2ccccc2)c2[nH]c(=O)cc(C(F)F)c12 | -2 | -1 | -96 | 1 | 1 | -1 | -5 | 3 | -2
COc1cc(C(C)=O)ccc1Oc1cnccn1 | -5 | -1 | 12 | -8 | -19 | 1 | 2 | -5 | -6
Cc1ccc(OCCOCCN2CCCC2)c(Br)c1 | 11 | 2 | 10 | -8 | -3 | -1 | -1 | 3 | -3
CN1CCN(c2cc(=O)n(-c3ccc(Cl)cc3)c(=O)[nH]2)CC1 | 4 | 0 | -8 | -1 | 8 | -7 | 4 | -3 | 3
Cn1cc(CNC(=O)C2CCC(=O)N(Cc3ccccc3F)C2)cn1 (stereo not given) | -14 | -3 | 1 | -5 | -5 | 3 | -9 | -5 | -14
Oc1c(CN2CCOCC2)ccc(CN2CCOCC2)c1O | 91* | / | 79* | 7 | / | 3 | / | / | /
CC(C)CC(=O)c1c[nH]c(C(=O)NCc2ccc(F)cc2)c1 | 7 | -2 | 12 | -6 | 0 | 1 | -2 | 2 | 3
O=C(CSc1nc2c([nH]c3ccccc32)c(=O)n1-c1ccc(F)cc1)NCc1ccco1 | 12 | 0 | -304 | -1 | -8 | 3 | -8 | 10 | -15
O=C(NCc1nc2ccccc2[nH]1)c1cccc(S(=O)(=O)N2CCOCC2)c1 | -2 | 1 | -42 | -12 | 15 | -2 | -3 | -1 | 2
COc1ccc(NC(=O)CSc2nnc(CN3CCOCC3)n2-c2ccccc2)cc1Cl | -12 | -2 | 0 | 6 | 8 | 1 | 7 | 7 | 5
O=C(NC1CCCc2ccccc21)C1CCN(S(=O)(=O)N2CCCCCC2)CC1 (stereo not given) | -12 | -3 | 2 | 2 | -8 | 1 | 2 | -1 | 7
CCCCOc1ccccc1-c1ccccc1CN1[C@@H](C(C)C)COCCS1(=O)=O | 39 | / | 0 | 6 | / | -1 | / | 9 | /
Fc1ccc(-c2nn3c(C4COc5ccccc5O4)nnc3s2)cc1 (stereo not given) | 56 | -2 | 12 | -4 | -19 | 1 | 3 | -3 | 1
CCOC(=O)c1cccc(NC(=O)CC2Oc3ccccc3NC2=O)c1 (stereo not given) | 8 | -2 | 19 | -4 | -1 | 1 | 8 | 2 | 4

Full records from above. Values in the order: PfG6PD inh, MIN6 prolif, SENP8 block-1, HKDC1 inhibitor, UBC13 inh, SENP1 inh, SENP6 inh, SENP7 inh, SENP8 block-2
`O=C(Cc1ccc(Br)cc1)NNC(=O)Nc1ccc(Cl)cc1` is entered as 4, -1, 6, -13, -10, 0, -4, 7, -4
`COc1cc(C(C)=O)ccc1Oc1cnccn1` is entered as -5, -1, 12, -8, -19, 1, 2, -5, -6
`Cc1nn(-c2ccccc2)c2[nH]c(=O)cc(C(F)F)c12` is entered as -2, -1, -96, 1, 1, -1, -5, 3, -2
`O=C(NCc1nc2ccccc2[nH]1)c1cccc(S(=O)(=O)N2CCOCC2)c1` is entered as -2, 1, -42, -12, 15, -2, -3, -1, 2
`CC(C)CC(=O)c1c[nH]c(C(=O)NCc2ccc(F)cc2)c1` is entered as 7, -2, 12, -6, 0, 1, -2, 2, 3

Next results follow.
SMILES | PfG6PD inh | MIN6 prolif | SENP8 block-1 | HKDC1 inhibitor | UBC13 inh | SENP1 inh | SENP6 inh | SENP7 inh | SENP8 block-2
CCCc1ccc2oc(C(=O)N(Cc3ccncc3)CC3CCCO3)c(C)c2c1 (stereo not given) | 0 | -4 | 8 | -4 | -8 | 0 | -7 | -4 | 10
O=C(Nc1cccc(NC(=O)c2cccc(F)c2)n1)c1cccc(F)c1 | 0 | -2 | 14 | 5 | 2 | -4 | -22 | -8 | -6
CCC(C(=O)NCCCN1CCN(C)CC1)n1nc(C)c2sc3ccccc3c2c1=O (stereo not given) | -10 | -2 | -31 | 1 | -2 | 2 | 1 | 3 | 1
Cc1cc(C)cc(C(=O)NC(CC(N)=O)c2ccc(NCC3CC3)c([N+](=O)[O-])c2)c1 (stereo not given) | -17 | 2 | 18 | 3 | -19 | 4 | -10 | -4 | -5
Cc1ccc(-c2nnn(CC(=O)N(c3cccc(F)c3)C(C(=O)NC3CCCC3)c3ccco3)n2)o1 (stereo not given) | 8 | 2 | 5 | -7 | -13 | -1 | -6 | -7 | -13
CCOC(=O)CN(C(=O)COc1nc(-c2ccccc2)cc(C)c1C#N)c1ccccc1 | 11 | -1 | -5 | -2 | 2 | 9 | -8 | -2 | -1
Cc1cc(N2CCN(S(=O)(=O)c3ccccc3)CC2)nc2c(C)cccc12 | -1 | -1 | -257 | 4 | 10 | -1 | -2 | 3 | 0
CCOc1ccc(CCNC(=O)C2CCCN(c3nn4c(=O)cc(C)nc4s3)C2)cc1OCC (stereo not given) | -9 | -2 | 18 | -4 | 6 | 2 | 12 | 6 | 1
CCC1CCCCN1c1nc(-c2cccc(OC)c2O)nc2ccccc12 (stereo not given) | 3 | -6 | 26 | 1 | 0 | 2 | -18 | -7 | -10
